Screening results (PubChem BioAssay)
NTR1 agonist = agonists of NTR1, primary screen, imaging, U2OS cells, beta-arrestin-GFP, high content (AID 493036); hit rate 0.17% among 330,000; NTR1-U2OS beta-arrestin-GFP spot imaging, agonist mode; P30989; activation, % at 20 µM;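 active = activation at or above 40% of the spot to cytoplasm intensity ratio, with at least 20 cells analyzed; inconclusive = wells under 20 cells, flagged as cytotoxic or low count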;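 note: 0% = DMSO without peptide and 100% = 100 nM NTR1 peptide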
Target sequence (P30989 whole entry, looked up): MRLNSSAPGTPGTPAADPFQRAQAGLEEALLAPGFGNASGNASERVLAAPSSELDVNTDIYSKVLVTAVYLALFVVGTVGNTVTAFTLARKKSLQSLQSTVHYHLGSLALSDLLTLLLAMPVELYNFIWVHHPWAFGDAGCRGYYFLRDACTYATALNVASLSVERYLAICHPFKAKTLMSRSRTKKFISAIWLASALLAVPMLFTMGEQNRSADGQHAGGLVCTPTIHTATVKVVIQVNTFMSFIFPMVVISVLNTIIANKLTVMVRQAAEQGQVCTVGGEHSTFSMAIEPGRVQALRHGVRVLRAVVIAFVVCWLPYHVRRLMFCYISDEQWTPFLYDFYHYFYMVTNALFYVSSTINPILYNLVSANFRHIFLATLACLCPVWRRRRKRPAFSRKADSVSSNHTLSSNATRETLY
GPR55 antagonists = inhibition of LPI-stimulated GPR55 beta-arrestin translocation – imaging, U2OS, beta-arrestin-GFP, LPI agonist, primary screen (AID 2013). hit rate 0.13% among 290,000. U2OS GPR55 beta-arrestin-GFP translocation imaging, LPI antagonism; higher % means a stronger effect. one-dose inhibition, % at 10 µM; IC50 in µM for titrated hits;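 active = spots per cell inhibited over 60%, with over 100 cells counted and total cytoplasm intensity under 500,000; inconclusive = wells with under 100 cells, flagged as likely toxic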;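 note: U2OS cells stably carrying GPR55 and arrestin-GFP stimulated by 5 µM LPI near EC80; imaged beta-arrestin-GFP aggregate spots per cell after agonist stimulation; plate controls were LPI-stimulated DMSO wells for no effect and DMSO wells without LPI for full effect; some results filed as inactive read as strong as hits; confirmed hits need IC50 under 10 µM and bright autofluorescent wells are also inconclusive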
West Nile antiviral = inhibition of WNV-induced cytopathic effect – cell-based, CPE readout (AID 1621) | West Nile virus-infected cells, CPE inhibition; higher % means a stronger effect | CPE inhibition, % at 10 µM; hits with a dose series show IC50 in µM | hit rate 0.02% among 290,000; in the data active = a potency from the dose series; inconclusive = CPE inhibition mostly from about 3.7% at the one dose, without a potency; inactive = the rest, 99 in 100 with CPE inhibition below about 2.2%; note: strong numbers were not always called active
Salmonella PhoP GFP = PhoP-dependent GFP reporter repression – Salmonella Typhimurium, primary screen (AID 1863); inhibition, % at 50 µM; hits with a dose series show IC50 in µM; S. Typhimurium PhoP-regulated promoter GFP reporter, 4 h; higher % means a stronger effect; hit rate 0.16% among 300,000;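 active = inhibition over 29.93%, a cutoff 3 SD above the screen mean, later confirmed by dose response; inconclusive = inhibition over 29.93% but no dose response follow-up; inactive = inhibition at most 29.93% or unconfirmed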;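 note: 0% = low Mg2+ inducing control and 100% = high Mg2+ repressing control; strong numbers were not always called active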
KOR beta-arrestin-1 = kappa opioid receptor activators – cell-based, luminescence, uHTS, primary screen (AID 1777). KOR beta-arrestin recruitment, luminescence; higher % means a stronger effect. activation, % at 10 µM, or EC50 in µM where a hit was titrated. hit rate 0.02% among 280,000; in the data active = activation above about 50%, passing the limit was not always enough; note: a part of the inactive calls stands beside numbers as strong as those of hits
GPR35 antagonists = inhibition of zaprinast-stimulated GPR35 beta-arrestin translocation – imaging, U2OS, beta-arrestin-GFP, zaprinast agonist, primary screen (AID 2058). U2OS GPR35 beta-arrestin-GFP translocation imaging, zaprinast antagonism; higher % means a stronger effect. one-dose inhibition, % at 10 µM; IC50 in µM for titrated hits. hit rate 0.052% among 290,000;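 active = inhibition of at least 50% with at least 30 cells and total cytoplasm GFP at most 10,000,000; inconclusive = under 30 cells or total GFP of 10,000,000 plus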
T cell HTS = T cell immune modulators affecting CD8 T cell-vesicle binding; hit rate 0.068% among 330,000; 2C CD8+ T cell-vesicle binding, flow cytometry; hits give low values; calls only at 7 µM; AID 2052;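 active = response, share of CD8 T cells binding vesicles, and their 90th percentile fluorescence all below set limits, cut at about 80% in these data, passing the limit was not always enough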
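Test system: purified 2C TCR transgenic mouse naive CD8+ T cells. Probe or stimulus: QL9-peptide-loaded Drosophila micro-vesicles bearing Ld, ICAM-1 and B7-1. Incubation: binding step 1.5 h, 37 °C, antibody labelling 20 min, ice. Measured by: flow cytometry of vesicle-bound cells.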
GPR55 activation = GPR55 agonists via beta-arrestin recruitment, primary screen, imaging, U2OS cells, beta-arrestin-GFP redistribution (AID 1961). activation, % at 10 µM; hits with a dose series show EC50 in µM. U2OS GPR55 beta-arrestin-GFP redistribution imaging; higher % means a stronger effect. hit rate 0.048% among 290,000;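 active = activation above 40% with more than 50 cells counted in the well; inconclusive = wells holding fewer than 50 cells, flagged as toxic or sparse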;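 note: U2OS osteosarcoma cells stably expressing GPR55 and beta-arrestin-GFP; plate controls were DMSO negative control for no effect and LPI positive control for full effect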
KOR beta-arrestin-2 = kappa opioid receptor blockers – cell-based, luminescence, uHTS (AID 1778); KOR beta-arrestin recruitment, luminescence, antagonist mode; higher % means a stronger effect; inhibition, % at 10 µM; hits with a dose series show IC50 in µM; hit rate 0.091% among 290,000; in the data active = inhibition above about 50%; note: strong numbers were not always called active
T cell HTS vesicle-bound % = second read-out of T cell HTS, no call of its own (marks repeat the call); double positive events, %; measured here: CD8+ vesicle-bound cell fraction;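 binding gate set so that unloaded-vesicle control wells show 10% double positive cells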
NTR1 agonist cell count 20 µM = further read-out of NTR1 agonist, marked with its call; cell count; measured here: cell count, cytotoxicity flag
* = called active by the depositor; i = inactive; ? = inconclusive; . = not tested or not shown; [ ] = remark or other dose.

SMILES	NTR1 agonist	NTR1 agonist cell count 20 µM	GPR55 antagonists	West Nile antiviral	Salmonella PhoP GFP	KOR beta-arrestin-1	GPR35 antagonists	T cell HTS	T cell HTS vesicle-bound %	GPR55 activation	KOR beta-arrestin-2
CC(=O)Nc1cccc(OCC(=O)/C=C2\N(C)c3ccccc3C2(C)C)c1	0.8	29	-6%	-1.1%	-12%	-1.8%	5%	i	19	0.0%	0%
COc1ccc(N/C=C/C(=O)c2ccc(Oc3ncccn3)cc2)cc1	2.2	28	-5%	0.6%	-3%	-1.8%	-3%	i	42	-0.3%	12%
Cc1nnc(NC(=O)CSc2nnc3c(n2)[nH]c2ccc(Br)cc23)s1	-0.1	45	-10%	-0.6%	-3%	-1.0%	-5%	i	25	0.2%	-41%
c1ccc(Cc2nc(-c3ccccn3)no2)cc1	-0.5	48	8%	0.5%	13%	-0.5%	14%	i	36	-0.3%	-10%
Cn1cnnc1SCc1ccc(C(=O)N/N=C(\CCC(=O)O)c2ccc(C(C)(C)C)cc2)cc1	.	.	5%	1.1%	-12%	-1.3%	10%	i	31	1.2%	-10%
CCN(CC)S(=O)(=O)c1ccc(C(=O)OCC(=O)c2ccc3c(c2)NC(=O)CO3)cc1	2.2	50	-2%	1.5%	-8%	6.1%	-3%	i	5	-0.1%	-29%
COc1ccccc1NC(=O)C(Cc1ccc(Cl)cc1)c1nn[nH]n1 (centres undefined)	-0.3	67	4%	-0.4%	1%	-2.9%	-13%	i	6	0.7%	20%
COc1cc(C)c(C)cc1S(=O)(=O)N1CCCc2ccccc21	1.3	56	-4%	-0.1%	12%	-1.9%	0%	i	37	0.4%	-14%[20 µM]
O=C(O)CNS(=O)(=O)Cc1ccccc1	0.2	50	12%	0.8%	2%	4.4%	-5%	i	9	-0.2%	15%
O=C(COc1cc2oc(=O)cc(-c3ccccc3)c2cc1Cl)NCC1CCC(C(=O)O)CC1 (centres undefined)	0.3	70	16%	1.2%	-6%	-1.1%	-4%	i	37	-0.1%	-6%[20 µM]
O=C(COc1ccccc1)Nc1ccccc1N1CCN(c2ccccc2)CC1	4.1	42	0%	-0.2%	-3%	0.6%	7%	i	9	0.2%	22%
C=CCN1C=C2C(=O)C(C)(OC(=O)CCC(=O)OC)C(=O)C(Br)=C2C=C1c1ccc(OC)cc1 (centres undefined)	0.3	76	7%	-0.4%	-2%	8.0%	-8%	i	20	-0.1%	18%
Cc1ccc2c(c1)C(c1ccccc1)N(C(=O)c1ccc(S(=O)(=O)N3CCOCC3)cc1)CC(=O)N2 (centres undefined)	2.0	73	14%	0.9%	-4%	4.8%	6%	i	9	-0.3%	12%
O=C1CSC(c2ccncc2)N1Cc1ccco1 (centres undefined)	-1.7	81	-10%	-0.1%	0%	2.1%	5%	i	24	1.2%	-13%
O=C1CSCC(=O)N1c1ccccc1	-0.8	37	-3%	0.2%	14%	2.5%	13%	i	26	0.0%	-24%
FC(F)Oc1ccc(NC(=S)NCc2ccccc2)cc1Cl	15	61	1%	-0.8%	2%	-0.6%	-8%	i	7	-0.1%	-18%
CCCc1ccc(-c2csc(NC(=O)Cc3cccs3)n2)cc1	1.6	51	8%	-0.2%	-27%	-3.5%	9%	i	6	-0.1%	30%
Cc1cccc(N2CC3=C(C2=O)C(c2ccccc2)NC(=O)N3C)c1 (centres undefined)	0.3	96	-8%	0.1%	0%	-0.7%	-10%	i	7	-0.1%	12%
O=C(Cc1ccccc1)NCCSCc1ccco1	-0.2	35	-3%	0.1%	8%	-0.4%	-4%	i	48	-0.1%	14%
Cc1ccc(NCC(=O)N/N=C/c2ccc(OC(=O)c3ccco3)cc2)cc1	1.5	37	10%	0.3%	1%	-0.2%	11%	i	48	-0.1%	4%
Cc1ccc(C)c(N2CCN(C(=O)C3CCN(S(=O)(=O)c4c(C)noc4C)CC3)CC2)c1	3.0	57	-4%	-0.8%	-7%	4.6%	-5%	i	31	0.3%	-1%
COc1cc(/C=N/NC(=O)C(Cc2c[nH]c3ccccc23)NC(=O)OCC(C)C)cc([N+](=O)[O-])c1O (centres undefined)	1.9	86	13%	-0.3%	11%	5.7%	0%	i	31	-0.3%	16%
CCc1cc2ccc(C)cc2nc1SCC(=O)Nc1c[nH]c(=O)[nH]c1=O	3.5	38	8%	-0.1%	4%	2.6%	-2%	i	48	-0.1%	-41%
C#CCNc1c2c(nc3nnnn13)CCCC2	0.2	75	2%	0.1%	7%	-1.3%	-6%	i	56	0.1%	7%
CCc1ccc2c(c1)c1nc(C)sc1n2CC	-0.5	40	-6%	1.1%	-3%	11%	-13%	i	47	-0.2%	-111%
COc1ccc(NC(=O)C2CCN(S(=O)(=O)c3ccc(OC)c(OC)c3)CC2)c(OC)c1	-4.7	81	-6%	-0.5%	6%	4.3%	-13%	i	34	-0.3%	-7%
OCC1(CCCc2ccccc2)CCN(Cc2ccc(F)cc2)CC1	-2.2	81	-34%	-0.1%	-4%	.	6%	i	45	0.1%	-33%[20 µM]
Cc1ccc(-c2nc(CS(=O)(=O)CC(=O)N3CCOCC3)c(C)o2)cc1	0.5	56	-4%	-0.4%	-8%	1.4%	1%	i	30	-0.2%	-29%
Cc1cc(F)ccc1S(=O)(=O)N(C(=O)c1ccncc1)c1ccc(OC(=O)c2ccncc2)cc1	0.6	50	-1%	-0.4%	-3%	-5.1%	-15%	i	36	0.1%	-2%
Cc1cc(C)cc(N2CN=c3s/c(=C\c4ccco4)c(=O)n3C2)c1	4.8	66	11%	0.7%	6%	4.1%	2%	i	48	-0.2%	-16%
COc1cccc(C2CN(c3ccc(F)cc3F)N=C2c2cccs2)c1OC (centres undefined)	-2.0	121	50%	.	-6%	-3.3%	-21%	i	14	-0.3%	-2%
CCOC(=O)c1c(NC(=O)c2cccs2)sc2c1CCN(C(=O)OCC)C2	11	46	-10%	1.4%	-5%	11%	3%	i	12	2.4%	-54%
O=C(NCc1ccco1)c1ccc(C(F)(F)F)cc1	-0.4	46	2%	-0.6%	-9%	-4.6%	-2%	i	25	-0.2%	3%
CCCCC(C(=O)O)C(C)CC(=O)Nc1nccs1 (centres undefined)	-1.1	52	9%	0.2%	-8%	-4.6%	-15%	i	19	0.3%	20%
O=c1[nH]c2ccc(S(=O)(=O)N3CCCCC3)cc2[nH]c1=O	-1.2	52	-7%	0.4%	1%	-0.5%	5%	i	20	-0.4%	15%
C=CCOc1c(CCC)cc(CCC)cc1C(N)=O	3.0	58	-7%	-0.6%	-11%	0.9%	0%	i	12	-0.1%	-1%
CS(=O)(=O)c1ccc(Cl)c(NC(=O)CSC(=S)N2CCCC2)c1	-0.6	46	8%	-0.6%	-4%	4.2%	3%	i	29	-0.1%	-8%
Cc1ccc(Nc2cc(-n3nc(C)cc3C)ncn2)c(C)c1	-0.5	84	0%	-0.5%	-1%	1.5%	-13%	i	56	-0.2%	-36%
CCCNC(=O)c1ccc(COc2ccc(Cl)cc2)o1	0.3	58	-30%	-1.1%	-3%	-0.2%	3%	i	54	-0.2%	-29%
Fc1ccc(C2NC(=S)NC3=C2N2CCC3CC2)cc1 (centres undefined)	1.1	59	-9%	0.0%	-3%	-7.0%	6%	i	26	-0.2%	-4%
CN(C)c1ncc(S(=O)(=O)c2ccccc2)c(N)n1	-0.2	17	4%	0.0%	-6%	-1.8%	7%	i	30	-0.1%	-97%[20 µM]
O=C1CCCc2c1nn(-c1ccccc1)[n+]2[O-]	1.4	63	18%	0.3%	-8%	-3.0%	-11%	i	35	0.0%	20%
Cc1ccnc(Sc2ncccc2[N+](=O)[O-])n1	2.3	60	-2%	0.9%	10%	-4.0%	-6%	i	38	-0.1%	17%
O=C(Cc1ccccc1)NNC(=S)Nc1ccc(Cl)cc1	2.3	51	6%	0.5%	7%	-1.1%	-2%	i	37	-0.2%	-5%
O=C(NCc1ccc2c(c1)OCO2)C1CCC(=O)N1C1CCCC1 (centres undefined)	-0.9	57	4%	-0.2%	-2%	0.2%	-13%	i	43	0.1%	15%
Cc1cccc(Cc2nnc(CCC(=O)N(CC3CC3)CC3CCCO3)o2)c1 (centres undefined)	0.8	102	-7%	-0.1%	0%	.	6%	i	50	-0.1%	-19%[20 µM]
c1coc(CNc2nc(N3CCCCC3)nc3ccccc23)c1	32	50	9%	-0.6%	23%	0.3%	6%	i	36	1.1%	-38%
O=C(C1CCN(S(=O)(=O)c2cccnc2)CC1)N1CCN(C2CCCC2)CC1	0.4	65	5%	0.0%	16%	-1.6%	8%	i	16	-0.1%	-10%
COC(=O)C(C)Sc1snnc1-c1ccccc1 (centres undefined)	1.9	53	-6%	0.3%	1%	-0.6%	1%	i	28	0.0%	-9%
CCNc1c(NCC)c(=O)c1=O	-0.1	46	20%	0.2%	-2%	-2.1%	4%	i	27	-0.2%	31%
CCOC(=O)N1CCC(NC(=O)CS(=O)(=O)Cc2nc(-c3cccc(Cl)c3)oc2C)CC1	0.3	68	-15%	-1.0%	-2%	5.5%	-10%	i	13	-0.2%	-58%
CCC(C)c1ccc(C(C)NC(=S)NC2CCCCC2)cc1 (centres undefined)	3.3	57	-7%	?	10%	6.9%	17%	i	9	-0.1%	-46%
CC(=O)OCCCNc1cc(Sc2ccc(Cl)cc2)c2nonc2c1[N+](=O)[O-]	.	.	8%	-1.5%	-1%	-0.7%	4%	i	37	0.2%	17%
COc1ccc(CCN=C(N)C(C)c2ccccc2)cc1OC (centres undefined)	-0.1	36	4%	-0.2%	2%	1.9%	-13%	i	37	0.0%	18%
CC1CN(Cc2cnc(Cl)s2)CC(C)O1 (centres undefined)	.	.	1%	-0.4%	-8%	2.8%	2%	.	.	-0.2%	-10%
CC(=O)c1ccc(Nc2ccc(-c3ccccc3F)nn2)cc1	0.6	70	4%	-0.6%	0%	2.2%	-12%	i	43	1.0%	-17%
